From PubChem
GLP-1R agonist = qHTS of GLP-1 Receptor Agonists | Potency, µM (titrated, usually from 45.6 µM), for the others: top-dose activation, hits mostly activators | Glucagon-like peptide 1 receptor (Homo sapiens), P43220 | HEK293 GLP-1R CRE-luciferase, luminescence, 4-6 h; cells express a hypersensitive GLP-1R form | 0.007% of 380,000 active | AID 624172, 2012; also: % of control where 0% means no effect
Target sequence (P43220 whole entry, looked up): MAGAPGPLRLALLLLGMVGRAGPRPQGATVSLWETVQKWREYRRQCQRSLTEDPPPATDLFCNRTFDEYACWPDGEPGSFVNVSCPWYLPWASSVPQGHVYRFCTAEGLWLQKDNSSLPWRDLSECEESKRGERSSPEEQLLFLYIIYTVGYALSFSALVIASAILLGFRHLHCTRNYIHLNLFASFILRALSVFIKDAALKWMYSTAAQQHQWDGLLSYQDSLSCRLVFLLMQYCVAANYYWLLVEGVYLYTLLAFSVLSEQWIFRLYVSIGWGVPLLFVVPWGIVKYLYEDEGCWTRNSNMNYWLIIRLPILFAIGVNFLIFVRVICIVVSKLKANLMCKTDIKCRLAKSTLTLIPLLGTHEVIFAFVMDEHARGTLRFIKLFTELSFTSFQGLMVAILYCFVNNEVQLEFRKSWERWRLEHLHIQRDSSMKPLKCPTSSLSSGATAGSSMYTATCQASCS
HT1080 IDH1KD tx = qHTS for induction of synthetic lethality in tumor cells producing 2HG: qHTS for the HT-1080-IDH1KD cell line. HT-1080 IDH1 knockdown viability, ATP luminescence, 48 h. Potency, µM (highest dose often 46.1 µM), inactives show at the highest dose activity, negative = toxicity, most hits filed as cytotoxic. 2% of 360,000 active;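 also: 0% = DMSO wells and -100% = cell-free medium wells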
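After a 2 h attachment period, IDH1KD HT-1080 cells took pin-transferred compound for 48 h at 37 °C; ATP-based luminescence after 10 min room-temperature reagent incubation reported viability.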
SW480 rerep = A quantitative high throughput screen for small molecules that induce DNA re-replication in SW480 colon adenocarcinoma cells | Potency, µM (doses to about 46.1 µM), for inactives: at the highest dose re-replication activation, hits mostly activators | 1.8% of 340,000 active | SW480 DNA re-replication, Hoechst DNA content imaging, 48 h; also: % of control where 0% means no effect; nearly all actives have a fitted effect of over 55% in size
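SW480 cells exposed to compounds for 48 hr at 37 C, 5% CO2, then Hoechst-stained 40 min. Nuclear DNA content imaged by fluorescence scanning (405 nm excitation, 500-530 nm emission); re-replication scored as increased high-intensity nuclei.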
KB-V1 MDR tox = qHTS assay for MDR1-selective chemotherapeutics: Primary screen using the drug-selected MDR subline cells KB-V1. AID 1347076, 2019. Potency, µM (highest dose often 46.1 µM), for the others: top-dose activity change, negative = cytotoxicity, most hits filed as cytotoxic. 3.4% of 400,000 active. KB-V1 MDR cells viability, CellTiter-Glo, 72 h; also: % is scaled to controls: 0 for no effect and ±100 for the full control effect; nearly all actives have a fitted effect of over 60% in size
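Readout: CellTiter-Glo luminescence, 10 min after addition. Cells: KB-V1 MDR subline, 72 h at 37 degrees C with compound. Analysis: corrected, normalized data fitted to concentration-effect curves.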
KB-3-1 cytotox = qHTS assay for MDR1-selective chemotherapeutics: Primary screen using the parental adenocarcinoma cell KB-3-1. Potency, µM (series often up to 46.1 µM), for the others: at the highest dose activity change, negative = cytotoxic, hits mostly cytotoxic. KB-3-1 viability, CellTiter-Glo ATP luminescence, 72 h. 1.4% of 400,000 active; also: % is scaled to controls: 0 for no effect and ±100 for the full control effect; nearly all actives have a fitted effect of over 60% in size
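Cytotoxicity in the drug-sensitive parental line KB-3-1 was scored as loss of CellTiter-Glo luminescence following 72 h incubation with compound. Values come from curve fitting of normalized concentration-response data.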
HEK293 tox = qHTS of GLP-1 Receptor Inverse Agonists: Cytotox Screen. AID 624418, 2012. 0.13% of 410,000 active. Potency, µM (doses to about 38.3 µM), for inactives: top-dose activity change, negative = inhibition, most hits filed as inhibitors. HEK293 cAMP-luciferase reporter cells, luminescence, 24 h;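 also: loss of luciferase light is scored as toxicity; % is scaled to controls: 0 for no effect and ±100 for the full control effect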
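Luminescence readout: signal drop marks cytotoxicity. Plated cells grew 12 h at 37 °C, 5% CO2, received 23 nL compound for 24 h, then got luciferase reagent, read after 12 min at RT.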
HT1080-NT tox = qHTS for induction of synthetic lethality in tumor cells producing 2HG: qHTS for the HT-1080-NT fibrosarcoma cell line. HT-1080-NT fibrosarcoma viability, CellTiter-Glo ATP luminescence, 48 h. Potency, µM (doses to about 46.1 µM), inactives show top-dose activity, negative = less viability, actives largely listed as cytotoxic. 1.6% of 360,000 active;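 also: NT is the 2HG producing partner of a matched IDH1 knockdown line; 0% = DMSO-treated cells and -100% = media-only wells without cells; nearly all actives have a fitted effect of over 55% in size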
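Read-out is CellTiter-Glo luminescence after 10 minutes at room temperature, following 48 hours' compound treatment of HT-1080-NT cells (750 cells/well, RPMI, 5% FBS, 37 degrees C).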
GLP-1R inv ag = qHTS of GLP-1 Receptor Inverse Agonists (Inhibition Mode) | Potency, µM (titrated, usually from 38.3 µM), inactives show at the highest dose activity change, negative = inhibition, most hits filed as inhibitors | 1.6% of 410,000 active | HEK293 GLP-1R CRE-luciferase, luminescence, 24 h; GLP-1R form is constitutively active; also: % is scaled to controls: 0 for no effect and ±100 for the full control effect; nearly all actives have a fitted effect of over 55% in size
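Seeding at 200 cells/uL, 12 h culture, 24 hr compound treatment, then luciferase reagent and a luminescence read; cells are HEK293 stably expressing a constitutively active GLP-1R plus cAMP-responsive luciferase.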
TDP43 rescue = qHTS of TDP-43 Inhibitors; TDP-43 expressing yeast growth rescue, BacTiter-Glo, 24 h; Potency, µM (doses to about 46.1 µM), for inactives: at the top dose growth rescue (activation), most hits filed as activators; 1.8% of 410,000 active; AID 652104, 2013; also: % of control where 0% means no effect; nearly all actives have a fitted effect of over 50% in size
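Luminescence from BacTiter-Glo reports growth of TDP-43-expressing yeast after 24 hr at 30 deg C with compound. Cells were raffinose-pregrown to mid-log, then seeded in galactose medium at OD600=0.02.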
Starred values were filed as active, the others as inactive; ? = inconclusive; · = not tested or not shown; [ ] = remark or other dose. Calls follow the shape of the dose curve; as a rule, active = well fitted curve in the direction sought with a large enough effect; inconclusive = small, poorly fitted or top-dose-only effect, or another doubt; inactive = no such curve, though single readings can be large; an effect the other way counts as inactive or inconclusive. Potency is read from the fitted curve at half-maximal effect.

SMILES | GLP-1R agonist | HT1080 IDH1KD tx | SW480 rerep | KB-V1 MDR tox | KB-3-1 cytotox | HEK293 tox | HT1080-NT tox | GLP-1R inv ag | TDP43 rescue
Cc1ccc(-c2nnc(N3CCN(C(=O)CN4C(=O)c5ccccc5C4=O)CC3)c3ccccc23)cc1 | -1% | 7% | -5% | 5% | 0% | 5% | 12% | 5% | 4%
CCn1c(SCC(=O)c2ccc3ccccc3c2)nnc1-c1ccco1 | 3% | 10% | -13% | -23% | 15% | -29% | 13% | ? | 27%
COCCCn1c(-c2cccs2)nc2nc3ccccc3nc21 | 11% | 6% | ? | -15% | -7% | 139%[activator] | 12% | 3% | 15%
Cc1ccc2c(CN3C(=O)NC4(CCCCC4)C3=O)cc(=O)oc2c1C | 18% | -21% | -2% | 3% | -7% | ? | -22% | -5% | -12%
Cc1ccc(N(CC(=O)NC2CCCCC2C)S(=O)(=O)c2c(C)noc2C)cc1 (stereo not given) | -1% | 3% | -4% | 16% | 7% | 2% | 4% | -5% | -5%
O=C(NN=C1CCN(Cc2ccccc2)CC1)c1ccccc1 | 11% | 18% | -1% | 6% | -6% | -14% | 22% | 2% | -17%
O=C(CSc1ccc(-c2ccncc2)nn1)N1CCCCC1 | 5% | -9% | -7% | -30% | -13% | 0% | -4% | -2% | 11%
O=C(CCS(=O)(=O)c1ccc(Cl)cc1)NCCC1=CCCCC1 | -7% | 0% | 2% | · | · | 3% | 1% | -21% | 2%
O=C(Cc1ccccc1F)Nc1cc(S(=O)(=O)N2CCOCC2)ccc1N1CCOCC1 | 19% | -5% | 5% | 18% | 7% | 4% | 3%[9.24 µM] | 29% | 1%
CC(=O)Nc1cccc(-n2nnc(SCC(=O)N(C)c3ccccc3)n2)c1 | -2% | -6% | -14% | 6% | -1% | -12% | 16% | ? | 1%
CNC(=O)C1CC(=O)N(c2ccc(C)cc2)C1 (stereo not given) | -3% | 0% | -10% | -7% | 1% | 9% | 6% | 2% | -14%
CSc1ccccc1OCc1cc(C(=O)N2CCN(c3ccccc3)CC2C)no1 (stereo not given) | -5% | -3% | -3% | ? | ? | 6% | 0% | ? | 19%
N#Cc1ccc(/C=C/C(=O)c2ccc3c(c2)OCO3)cc1 | 1% | ? | ? | -14% | 0% | -3% | ? | -7% | 11%
CC1CCC(=NNC(=O)Cc2cccn2C)CC1 (stereo not given) | 2% | 7% | -1% | 25% | 24% | 3% | 0% | 14% | -6%
CCOc1cc(CNc2ccc3[nH]c(=O)[nH]c3c2)ccc1OCC(=O)NC(C)(C)C | 5% | 3% | -3% | 0% | 2% | -18% | 5% | 48%[activator] | -1%
COc1cc(C(=O)C(=O)c2cc(OC)c(O)c(OC)c2)cc(OC)c1O | 8% | 3% | -2% | 0% | -1% | -21% | 0% | -9% | -21%
CN(C)c1ccc(CNC(=O)c2ccc(NC(=O)c3nsc4ccccc34)cc2)cc1 | · | · | · | 27% | 11% | -11% | · | -28% | 19%
O=C(N/N=C/c1ccncc1)c1cc(Br)ccc1OCc1ccccc1 | 22% | -20% | 0% | ? | 1% | -10% | -23% | 32%[activator] | 8%
COc1ccc(C(c2nnnn2CCc2ccccc2)N2CCN(C3CCCC3)CC2)cc1OC (stereo not given) | 3% | 14% | 1% | -5% | -9% | -17% | 3% | 0% | -7%
CCOc1cc(S(=O)(=O)NCc2ccc3c(c2)OCO3)c(C)cc1C | 10% | -14% | -10% | 8% | 0% | -7% | -20% | ? | 19%
COc1cccc(C(=O)Nc2ccc3c(c2)C(=O)NC3=O)c1 | 1% | 26% | -1% | 0% | 18% | 1% | ? | 8% | 0%
CC1(Cc2cn(CCC#N)c3ccccc23)OCCO1 | 11% | -4% | 0% | 13% | 0% | 24% | -10% | 0% | 6%
CS(=O)c1ccccc1COC(=O)Nc1ccccc1 (stereo not given) | 8% | 5% | 2% | 5% | -1% | 21%[7.66 µM] | 11% | 10%[7.66 µM] | 16%[9.22 µM]
COc1ccc(Cc2c(O)nc(SCC(=O)N3CCOCC3)[nH]c2=O)cc1 | 5% | 1% | 0% | ? | 22% | -10% | 10% | 7% | -8%

Continued (two carried over from the part before).
SMILES | GLP-1R agonist | HT1080 IDH1KD tx | SW480 rerep | KB-V1 MDR tox | KB-3-1 cytotox | HEK293 tox | HT1080-NT tox | GLP-1R inv ag | TDP43 rescue
CS(=O)c1ccccc1COC(=O)Nc1ccccc1 (stereo not given) | 8% | 5% | 2% | 5% | -1% | 21%[7.66 µM] | 11% | 10%[7.66 µM] | 16%[9.22 µM]
COc1ccc(Cc2c(O)nc(SCC(=O)N3CCOCC3)[nH]c2=O)cc1 | 5% | 1% | 0% | ? | 22% | -10% | 10% | 7% | -8%
O=C(COC(=O)CCNS(=O)(=O)c1ccccc1)NC(=O)Cc1ccccc1 | -8% | 0% | -9% | 22% | 0% | -15% | 6% | 0% | 13%
CCN1C(=O)C(Cc2nc3ccccc3c(=O)n2-c2ccc(OC)cc2)c2cc(C)ccc21 (stereo not given) | · | · | · | -5% | -3% | 2% | · | 4% | 8%
Cc1cc(CN(C)C(=O)c2ccc(OC3CCN(S(=O)(=O)N(C)C)CC3)cc2)n[nH]1 | 7% | -1% | ? | 28% | 9% | -5% | -11% | 18% | 17%
CCc1cccc(C)c1NC(=O)CN1CCN(S(=O)(=O)c2ccc(C(C)(C)C)cc2)CC1 | 17% | -17% | -33%[inhibitor] | -16% | -3% | -1% | ? | ? | -9%
CCc1c(C)nc2ncnn2c1N1CCC(C(=O)NCc2ccc3c(c2)OCO3)CC1 | 4% | -6% | -7% | -106% | 3% | -10% | -5% | 4% | -12%
O=C(CSc1nccc(=O)[nH]1)Nc1cc(C(F)(F)F)ccc1N1CCOCC1 | 13% | -1% | -2% | 20% | -6% | 1% | -3% | 25% | -23%
CC(=Nc1ccccc1)Nc1ccccc1 | -4% | -2% | -1% | 2% | -3% | 1% | 1% | 10% | -12%
Cc1cc2ncn(C(=O)c3c(-c4ccccc4)noc3C)c2cc1C | 0% | -7% | 1% | 4% | 8% | -9% | 0% | -7% | -4%
O=C(Nc1ccc(Cl)cn1)Nc1ccccc1Cl | 11% | -2% | -1% | 2% | ? | 6% | 7% | 9% | -17%
Cc1ccc(S(=O)(=O)N(CCC#N)C2CCCCC2)c2nsnc12 | 5% | -2% | 7% | ? | 9% | -8% | 4% | -10% | 13%
O=C(NCc1ccncc1)C(=O)NCC1OCCCN1S(=O)(=O)c1ccccc1 (stereo not given) | -1% | 21% | -6% | -4% | -1% | -9% | 14% | 1% | 18%
COc1ccc(OC)c(NC(=O)CCN2CCCCC2)c1 | -6% | 17% | -1% | 3% | 4% | 1% | 17% | -3% | 29%

3 entries from above in a different format:
Order of results – GLP-1R agonist | HT1080 IDH1KD tx | SW480 rerep | KB-V1 MDR tox | KB-3-1 cytotox | HEK293 tox | HT1080-NT tox | GLP-1R inv ag | TDP43 rescue
CCc1cccc(C)c1NC(=O)CN1CCN(S(=O)(=O)c2ccc(C(C)(C)C)cc2)CC1
 : 17% | -17% | -33%[inhibitor] | -16% | -3% | -1% | ? | ? | -9%
CCc1c(C)nc2ncnn2c1N1CCC(C(=O)NCc2ccc3c(c2)OCO3)CC1
 : 4% | -6% | -7% | -106% | 3% | -10% | -5% | 4% | -12%
O=C(CSc1nccc(=O)[nH]1)Nc1cc(C(F)(F)F)ccc1N1CCOCC1
 : 13% | -1% | -2% | 20% | -6% | 1% | -3% | 25% | -23%

(list continues)
SMILES | GLP-1R agonist | HT1080 IDH1KD tx | SW480 rerep | KB-V1 MDR tox | KB-3-1 cytotox | HEK293 tox | HT1080-NT tox | GLP-1R inv ag | TDP43 rescue
CC(C)N(CCn1c(SCC(=O)Nc2cccnc2Cl)nc2ccccc2c1=O)C(C)C | 10% | -15% | -22% | -1% | -4% | -9% | -10% | 3% | -2%
CC(C)(C)OC(=O)N[C@@H](Cc1ccccc1)C(=O)N1CCC(C(=O)N[C@@H](Cc2c[nH]c3ccccc23)C(=O)O)CC1 | -7% | -2% | 1% | 1% | 7% | 7% | 0% | 17% | 15%
CCC(=O)c1ccc(OCC(=O)OCC(=O)c2cc(C)n(CC3CCCO3)c2C)cc1 (stereo not given) | -8% | 0% | -12% | ? | 8% | -5% | 3% | 20% | 21%
O=C(NCc1cccnc1)C(=O)Nc1nc(-c2ccccc2)cs1 | -1% | 4.6µM* | 12% | ? | ? | -2% | ? | ? | 1%
NNC(=O)c1cc(Cl)ccc1Cl | 1% | -4% | ? | ? | 9% | -1% | -1% | -18% | -6%
O=C(NNC(=O)C1CCC1)c1ccccc1F | -5% | 4% | 1% | 3% | -1% | -1% | 0% | 4% | 16%
CC(=O)c1ccc(OCc2cc(C(=O)N3CCC(Oc4ccccc4C)CC3)no2)cc1 | -2% | -2% | -4% | -7% | -3% | 3% | -19% | ? | 0%
Cc1cc(C)n2nc(SCC(=O)c3cccs3)nc2n1 | -2% | -9% | ? | -4% | -1% | 1% | 10% | 68%[activator] | 26%
Cc1csc(=O)n1CCC(=O)OCC(=O)NCc1ccc(F)cc1 | -10% | 10% | -9% | 0% | -8% | 4% | 8% | 7% | 9%
CN(Cc1cc(=O)n2ccsc2n1)C1CCCCC1 | -6% | -1% | -3% | 0% | 3% | 5% | -4% | 0% | 8%
O=C(c1[nH]c(C(F)(F)F)nc1-c1ccccc1)N1CCN(CCN2CCOCC2)CC1 | 0% | 16% | · | 27% | ? | 2% | 27% | 10% | 23%
COc1ccc(CNC(=O)CN2CCN(S(=O)(=O)c3c(C)c(C)cc(C)c3C)CC2)cc1OC | 24% | -15% | -10% | -1% | -3% | -15% | -14% | -25% | 21%
CCc1ccc(C(=O)NC(=S)Nc2ccc3c(c2)OCCO3)cc1 | 16% | -4% | 1% | 1% | 4% | ? | -25% | -3% | 45%
